AID inhibitor: inhibitors of human activation induced cytidine deaminase; actives 0.32% (n = 91,000); AID 1347428; Q9GZX7; Potency, µM (series often up to 115 µM), for inactives: at the top dose activity change, negative = inhibition, actives largely listed as inhibitors; AID deamination FRET fluorescence, UDG-coupled, 4 h; further: nearly all actives have a fitted effect of over 25% in size
Target sequence (Q9GZX7 whole entry, looked up): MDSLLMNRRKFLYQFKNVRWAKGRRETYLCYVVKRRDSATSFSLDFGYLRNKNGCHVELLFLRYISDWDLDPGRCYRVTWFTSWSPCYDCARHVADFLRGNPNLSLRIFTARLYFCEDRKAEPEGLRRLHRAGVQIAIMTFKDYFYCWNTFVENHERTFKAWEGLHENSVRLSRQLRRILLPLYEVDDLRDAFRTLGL
UDG counterscr: blocks uracil-DNA glycosylase in AID counter-screen. Potency, µM (top dose mostly 115 µM), inactives show at the top dose activity change, negative = inhibition, actives largely listed as inhibitors. actives 0.14% (n = 91,000). FRET deamination/UDG coupled assay, UDG read, 4 h; further: nearly all actives have a fitted effect of over 65% in size
* = called active by the depositor; ? = inconclusive; [ ] = remark or other dose. The call rests on the fitted dose curve; in most records, active means well fitted curve in the direction sought with a large enough effect; inconclusive means small, poorly fitted or top-dose-only effect, or another doubt; inactive means no such curve, though single readings can be large; an effect the other way counts as inactive or inconclusive. On the % scale 0 is the no-effect control and ±100 the full control effect; potency means the concentration at half of the fitted maximal effect.

The line under a structure holds: AID inhibitor	UDG counterscr
- COC(=O)C1=CN(Cc2cccs2)C=C(C(=O)OC)C1c1cccc(O)c1
  -8%	-3%
- COc1cc2ncc(C(=O)c3ccc(C)cc3)c(N3CCCCC3)c2cc1OC
  137%[activator]	-5%
- COc1ccc(-c2[nH]c3c(c2-c2c(-n4cccc4)n(C)c(=O)n(C)c2=O)c(=O)n(C)c(=O)n3C)cc1
  -2%	?
- COCCn1c(=O)c2c(nc(-n3nc(C)c(C)c3C)n2Cc2ccccc2F)n(C)c1=O
  4%	2%
- CCOC(=O)CN(C)CC(=O)NCCC(C)C
  1%	-1%
- COc1cc(NC(=O)c2noc3c2CCc2ccccc2-3)cc(OC)c1OC
  -3%	-25%
- Cc1cccc(C(C)C)c1NC(=O)C(C)OC(=O)C1=CN2CCS(=O)(=O)N=C2C=C1 (stereo not drawn)
  3%	3%
- CCCCNC(=O)c1cc2cccc(OC)c2oc1=O
  -6%	6%
- O=C(CC1C=CCC1)NCCc1ccccn1 (stereo not drawn)
  6%	0%
- CC(C)(C)c1ccc(C(=S)NCCC2=CCCCC2)cc1
  8%	-4%
- COc1ccc(-c2nc3c(s2)CN(C(C(=O)O)c2c[nH]c4ccc(CO)cc24)CC3)cc1 (stereo not drawn)
  11%	1%
- Cc1cccc(NC(=O)CN2CCN(C(=O)NCc3ccccc3)CC2)c1C
  -4%	-6%
- CCOc1ccc(-c2ccc(NS(=O)(=O)c3ccc(C)cc3)cc2)nn1
  0%	0%
- COc1ccc2c(c1)c(N1CCCC1=O)c(C(=O)Nc1ccc(Cl)cc1C)n2C
  38%[activator]	6%
- COc1ccc(F)cc1C(=O)/C=C/c1ccc(C#N)cc1
  -3%	5%
- COC(=O)C1CCN(C(=O)CSc2nnc(-c3ccccc3Cl)n2C2CCCC2)CC1
  -5%	0%
- CCc1ccc(-n2nc(CO)c(C(=O)NCc3ccccc3OC)n2)cc1
  -3%	1%[57.5 µM]
- CC(CN1CCCCC1)C(=O)O (stereo not drawn)
  20%	9%
- Cc1ccc(C(CNC(=O)c2cc(=O)c3ccc(C)c(C)c3o2)N(C)C)o1 (stereo not drawn)
  9%	3%
- COc1ccc(NC(=O)c2c(-c3ccc(OC)cc3)oc3ccc(OC)cc23)cc1
  -4%	-11%
- CCC(C(=O)NCCc1ccc(Cl)cc1)n1nc(C)c2c(C)n(-c3ccccc3)nc2c1=O (stereo not drawn)
  -6%	3%
- COc1ccc2c(c1)c(C(C(=O)O)N1CCN(Cc3cccnc3)CC1)cn2CCC(=O)O (stereo not drawn)
  -3%	0%
- CCc1ccc(N(Cc2cccs2)C(=O)c2cccc(C)c2)cc1
  -23%	-9%
- CCC1CCc2sc(C(=O)NC(C)C)cc2C1 (stereo not drawn)
  4%	-5%
- Cc1ccc(N2CC(NC(=O)/C=C\c3ccc4c(c3)OCO4)CC2=O)cc1C (stereo not drawn)
  -19%	-11%
- N#Cc1ccccc1COC(=O)c1cccc(OC(F)F)c1
  39%[activator]	6%
- COc1cc(Cn2c(=O)sc3ccccc32)ccc1OCCC(C)C
  -13%	-10%
- CCc1ccc(CSc2nc(-c3ccc(OC)cc3)nc3c2Cc2c(CO)cnc(C)c2O3)cc1
  -7%	-11%
- N#CCCCN1CCCC1Cc1ccccc1 (stereo not drawn)
  -4%	-11%
- CC(C)=C(/C(=C/CS(=O)(=O)c1ccc(C)cc1)S(=O)(=O)c1ccccc1)S(=O)(=O)c1ccccc1
  -14%	-12%

Structures from the list above with a halogen:
The line under a structure holds: AID inhibitor	UDG counterscr
- COCCn1c(=O)c2c(nc(-n3nc(C)c(C)c3C)n2Cc2ccccc2F)n(C)c1=O
  4%	2%
- COc1ccc2c(c1)c(N1CCCC1=O)c(C(=O)Nc1ccc(Cl)cc1C)n2C
  38%[activator]	6%
- COc1ccc(F)cc1C(=O)/C=C/c1ccc(C#N)cc1
  -3%	5%
- COC(=O)C1CCN(C(=O)CSc2nnc(-c3ccccc3Cl)n2C2CCCC2)CC1
  -5%	0%
- CCC(C(=O)NCCc1ccc(Cl)cc1)n1nc(C)c2c(C)n(-c3ccccc3)nc2c1=O (stereo not drawn)
  -6%	3%
- N#Cc1ccccc1COC(=O)c1cccc(OC(F)F)c1
  39%[activator]	6%

The listing continues:
The line under a structure holds: AID inhibitor	UDG counterscr
- CC(C)CCNc1nc(-c2ccc([N+](=O)[O-])cc2)c(C(=O)Nc2ccccc2)s1
  1%	-8%
- CCCCOc1ccc(C(=O)Nc2ccc(-c3cc4ccccc4oc3=O)cc2)cc1
  6%	2%[57.5 µM]
- COc1cccc(N2CCN(C(=O)c3cc4c(=O)oc5ccc(C)cc5c4s3)CC2)c1
  -7%	6%
- CC(C)N(C(=O)Cn1cc(SCC(=O)Nc2ccccc2F)c2ccccc21)C(C)C
  27%	1%[57.5 µM]
- Cc1ccc2oc(-c3ccc(C)c(NC(=O)COc4ccccc4)c3)nc2c1
  -1%	?
- CCOC(=O)c1cnc(SCC(=O)Nc2ccc(C)c(C)c2)nc1N
  -13%	54%[activator]
- CC(C)=CC[N+](C)(C)CC#Cc1ccccc1
  2%	-2%
- CNC(=O)NC(=O)CN(C)Cc1ccsc1
  -1%	-3%
- CC(C(=O)NCc1ccc(Cl)cc1)n1ccc2cc(S(=O)(=O)N3CCCC3)ccc21 (stereo not drawn)
  ?	-18%
- CC(=O)N1CCCc2cc(S(=O)(=O)N3CCCC(C(=O)Nc4cccc(F)c4)C3)ccc21 (stereo not drawn)
  -7%	-5%
- CCOc1cccc(C(=O)Nc2ccc(-c3nc4ncccc4o3)cc2C)c1
  -4%	-6%
- CC(C)N(C(=O)COC(=O)c1cc2ccccc2[nH]1)C(C)C
  1%	0%
- Cc1ccc(CSc2nc3ccc(NC(=O)CC(C)C)cc3s2)cc1
  12%	39%[activator]
- Cc1nc2c(-c3ccc(F)cc3)c(C)nn2c(C)c1CCC(=O)N1CCN(c2ccccc2)CC1
  ?	-16%
- Cc1ccc(C2CC(=O)c3cn4nc(C(F)(F)F)nc4nc3C2)cc1 (stereo not drawn)
  -9%	-5%
- CCOC(=O)C1CCN(CC(=O)N2CCCc3c2c(=O)oc2ccc(OCc4ccccc4)cc32)CC1
  -20%	?
- O=C(NC1CC1)C(Sc1cc(Cl)ccc1Cl)c1ccc(F)cc1 (stereo not drawn)
  -1%	-5%
- O=C1CCc2cc(S(=O)(=O)NCc3ccc(Cl)cc3)cc3c2N1CCC3
  -15%	6%
- CCCN(CC#N)CC(=O)NC1(C#N)CCCCCC1
  -8%	-10%
- O=C(CC1(O)C(=O)N(CN2CCOCC2)c2ccccc21)c1ccc2c(c1)CCCC2 (stereo not drawn)
  1%	11%
- CCOC(=O)c1cc(-c2ccccc2)n(CC(=O)NC2CCC(C)CC2)c1C (stereo not drawn)
  -13%	5%[57.5 µM]
- O=S(=O)(NC1c2ccccc2Oc2ccccc21)c1cccs1
  11%	3%
- CC(=O)N1CCC(C(=O)NC(c2cccs2)C(C)C)CC1 (stereo not drawn)
  3%	3%
- COC(=O)C(C)Sc1ccc2nnc(CCNS(=O)(=O)c3ccc(C)cc3)n2n1 (stereo not drawn)
  5%	?
- CC(C)C(C(=O)NC1CCCCC1)c1ccc(Cl)cc1 (stereo not drawn)
  1%	3%
- COCCCNc1nc2c(S(=O)(=O)c3ccc(C)c(C)c3)nnn2c2ccc(Cl)cc12
  8%	-16%
- Cc1nc2ncnn2c(C)c1CCC(=O)NCc1cccc(Cl)c1
  1%	4%
- Cc1cc(Br)ccc1NC(=O)CN1C(=O)c2cccnc2Sc2ccccc21
  3%	-9%
- N#C/C(=C/c1ccc(Oc2ccccc2)cc1)c1nc2ccccc2[nH]1
  28%	-6%
- CCOc1ccc2nc(N3CCCC(C(=O)NCc4ccccc4Cl)C3)sc2c1 (stereo not drawn)
  -2%	3%

The line under a structure holds: AID inhibitor	UDG counterscr
- CC(NC(=O)CSc1nc(-c2cccs2)nc2ccccc12)c1ccco1 (stereo not drawn)
  1%	3%
- CCOc1ccccc1Nc1sc(C(=O)c2ccc(Cl)cc2)c(N)c1C(=O)NCCc1ccccc1
  94%[activator]	1%
- CCCCSc1nnc2[nH]c(=O)cc(C)n12
  4%	1%
- Cc1nnc2sc(-c3cccc(NC(=O)C(C)(C)C)c3)nn12
  0%	-14%
- CCNC(=O)NC(=O)C(C)OC(=O)c1ccc(C(=O)OC)cc1 (stereo not drawn)
  0%	5%
- CC(C)(C)OC(=O)N1CCC(c2c(C(=O)NCCN3CCc4ccccc4C3)cnn2-c2ccc(F)cc2)CC1
  11%	-8%
- CCn1nc(C(=O)OC(C)C(=O)c2ccc(C(C)(C)C)cc2)c2ccccc2c1=O (stereo not drawn)
  5%	7%
- Cc1ccc(S(=O)(=O)Nc2cccc(-c3cn4cccc(C)c4n3)c2)cc1
  -2%	3%
- CCOC(=O)Cc1ccc(NC(=O)NCC(=O)N2CCc3ccccc32)cc1
  -8%	-8%
- Cc1ccc(C(=O)O)cc1Nc1nc2ccccc2n2nnnc12
  5%	-8%
- CCCOC(=O)c1ccc(Nc2nc3ccccc3nc2-n2nc(C)cc2C)cc1
  25%	9%
- COc1ccc(NC(=O)CN(c2ccccc2OC)S(C)(=O)=O)c(OC)c1
  12%	12%
- COc1cccc(-c2nc3c(c(SCc4ccccc4)n2)Cc2c(CO)cnc(C)c2O3)c1
  -25%	-6%
- Cc1cccc(OCCNc2nc3c(c(=O)n(C)c(=O)n3C)n2C)c1
  -8%	2%
- CCCCNC(=O)c1[nH]c2ccccc2c1Sc1ccc(C)cc1
  15%	1%
- Cc1c(-c2ccc(Br)cc2)c(=O)oc2ccc(OS(=O)(=O)c3ccccc3)cc12
  2%	5%
- Cc1ccc(CNC(=O)c2cc(=O)c3cc(C)ccc3o2)cc1
  -1%[57.5 µM]	-12%[57.5 µM]
- Cc1cc(C)n(-c2nc3c(c(=O)n(C)c(=O)n3C)n2CCO)n1
  -2%	-3%
- CN(C)c1ccc(CNC(=O)C2CCN(c3nc4ccccc4[nH]3)CC2)cc1
  4%	44%[activator]
- O=C(NCC(F)(F)F)c1ccccc1Oc1ccccc1
  0%	5%
- CN1CCCCC1CC(=O)O (stereo not drawn)
  -11%	-10%
- Cc1ccc(OC(=O)c2cc(-c3ccc4c(c3)OCCO4)on2)c(C)c1
  0%	10%
- CC(=O)N1CCN(c2ccc(NC(=O)COc3c(C)cc(C)cc3Cl)cc2)CC1
  0%	-13%
- O=Cc1ccc(OCc2ccc(C(=O)O)cc2)c(Cl)c1
  -19%	-6%
- Cc1cccc(OC(=O)CSc2nnc(-c3ccc4c(c3)OCO4)o2)c1C
  -5%	10%
- Cc1ccc(-n2nnnc2CNC(=O)C2CC(=O)N(c3ccccc3)C2)cc1C (stereo not drawn)
  -5%	-9%
- O=C(CCc1nc(-c2cccs2)no1)Nc1ccc([N+](=O)[O-])cc1
  -8%	-11%
- C#CC[N+](C)(C)CCCCCCCCCC
  -9%	3%
- CC1CCCCN1Cc1c(O)ccc2c(=O)c(-c3ccc(Cl)cc3)c(C(F)(F)F)oc12 (stereo not drawn)
  -5%	11%
- CCCCn1nc(C(=O)N(C)Cc2nc3ccccc3c(=O)[nH]2)c2ccccc2c1=O
  -18%	-11%

The line under a structure holds: AID inhibitor	UDG counterscr
- CCOc1cccc(C2c3c(oc4ccc(F)cc4c3=O)C(=O)N2CCOC)c1 (stereo not drawn)
  7%	0%[57.5 µM]
- O=C(CSc1nnc(Cc2ccccc2)o1)Nc1ccc(F)cc1
  -11%	-13%
- COc1ccc(CCNC(=O)CCc2cn(Cc3ccc(F)cc3)c3ccccc23)cc1OC
  -9%	-10%
- COc1cccc(CNC(=O)CN2C(=O)CSc3ccc(S(=O)(=O)N4CCCC4)cc32)c1
  -5%	0%[57.5 µM]
- Cc1cccc(C)c1-n1nnnc1C1(Nc2ccc3c(c2)OCCO3)CCCC1
  -12%	-11%
- COCCn1cnc2c1c(=O)n(CC(=O)Nc1ccccc1)c(=O)n2Cc1ccccc1
  3%	0%
- Cc1cccc(Nc2ccc3ccccc3c2)c1
  -5%	-12%
- CCCCSCCCNC(=O)CN1C(=O)COc2ccc(S(=O)(=O)N3CCCC3)cc21
  3%	-1%
- CCOC(=O)c1cccc(NC(=O)CCC(=O)N2CC(C)Oc3ccc(C)cc32)c1 (stereo not drawn)
  11%	4%
- CCOC(=O)C1C(=O)C=C(c2ccc(F)cc2)CC1c1c(F)cccc1Cl (stereo not drawn)
  -16%	-5%
- O=C(NCCc1csc(-c2cccc(F)c2)n1)c1ccco1
  -13%	14%
- COc1ccc2sc(N(Cc3cccnc3)C(=O)c3ccc4c(c3)OCCO4)nc2c1
  -12%	-7%
- O=C(CSc1ccc2c(c1)OCCCO2)Nc1ccc2c(c1)OCO2
  5%	-2%
- Cc1cc2nc(C)c(C)nc2cc1C
  -12%	-11%
- CCC1CCC(c2ccc(C(C)=O)cc2)CC1 (stereo not drawn)
  -11%	4%
- CCOC(=O)C1=C(C)N=C2SCC(=O)N2C1c1cccc(OC)c1OC (stereo not drawn)
  -16%	0%
- COCCn1c(SCc2ccc(F)cc2)nc2c1c(=O)[nH]c(=O)n2C
  -5%	-2%
- CC1(C)CC(=O)C2=C(C1)OC(N)=C(C#N)C2c1ccc(O)cc1 (stereo not drawn)
  -5%	-1%
- CC(C)CCNC(=O)C(=O)NC1CCCCC1
  -4%	-7%
- CCOc1ccc(NC(=O)C2CCCN(c3cnccn3)C2)cc1 (stereo not drawn)
  1%	-1%[57.5 µM]

Assay outcomes deposited in PubChem BioAssay by National Center for Advancing Translational Sciences (NCATS).

Only part of the results is shown, so the mix of outcomes need not match the whole.
